# HTR5A ag: counter-screen for OPRM1-OPRD1 agonists: human HTR5A agonism; P47898; hit rate 0.61% among 340,000; activation, % at 9.3 µM; HTR5A agonist assay, luminescence, cell-based; in the data active = activation mostly above about 9.5%, no sharp cut-off; inactive = mostly below about 7.6%;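 note: 0% = cells with vehicle only and 100% = reference agonist; strong numbers were not always called active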
# MOR-DOR ag: agonists of human mu-delta opioid receptor heterodimerization | P35372+P41143 | cells, OPRM1-OPRD1 heterodimerization, luminescence | activation, % at 9.3 µM | hit rate 0.3% among 340,000 | AID 504326; in the data active = activation above about 18%;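 note: 0% = vehicle-treated cells and 100% = reference agonist; values of inactives mirror those of a sister screen read the other way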
# Target sequence (P35372 whole entry, looked up): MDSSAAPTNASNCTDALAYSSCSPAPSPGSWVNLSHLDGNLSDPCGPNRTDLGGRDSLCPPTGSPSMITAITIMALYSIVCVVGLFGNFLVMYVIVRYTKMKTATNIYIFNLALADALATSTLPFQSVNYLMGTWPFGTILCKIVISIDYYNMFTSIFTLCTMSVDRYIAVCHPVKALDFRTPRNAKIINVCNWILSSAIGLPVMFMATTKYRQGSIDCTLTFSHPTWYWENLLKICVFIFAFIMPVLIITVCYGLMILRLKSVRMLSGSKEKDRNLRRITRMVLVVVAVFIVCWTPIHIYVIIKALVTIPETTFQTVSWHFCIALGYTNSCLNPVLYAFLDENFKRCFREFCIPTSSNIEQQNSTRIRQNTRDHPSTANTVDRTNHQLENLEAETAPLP
# Target sequence (P41143 whole entry, looked up): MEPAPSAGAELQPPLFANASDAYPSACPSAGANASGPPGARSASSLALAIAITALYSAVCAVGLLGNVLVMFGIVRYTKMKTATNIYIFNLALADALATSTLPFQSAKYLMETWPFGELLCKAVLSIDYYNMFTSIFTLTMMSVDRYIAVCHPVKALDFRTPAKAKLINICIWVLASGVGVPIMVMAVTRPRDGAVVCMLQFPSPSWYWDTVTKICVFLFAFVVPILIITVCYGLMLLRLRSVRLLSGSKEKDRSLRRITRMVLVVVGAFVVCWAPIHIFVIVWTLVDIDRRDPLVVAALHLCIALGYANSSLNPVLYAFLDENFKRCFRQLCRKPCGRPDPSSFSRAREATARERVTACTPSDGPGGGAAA
# PKA-R2B act: activators of human PKA-R2B complex. P22694+P31323. PKA-R2B holoenzyme dissociation, Cy5-IP20 fluorescence polarization; R2B truncated from residue 108, S112A mutant; 0% DMSO only, 100% 113 µM cGMP. activation, % at 11.4 µM. hit rate 0.079% among 340,000. AID 504700;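 active = activation above a cutoff set at the mean over all compounds plus 3 SD, cut at about 18% in these data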;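 note: higher means more holoenzyme dissociation and a rise in polarization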
# PKA-R1A act: activates the PKA-R1A holoenzyme complex | P00514+P68181 | PKA-R1A dissociation, Cy5-IP20 fluorescence polarization; scaled: DMSO 0%, 113 µM cGMP 100% | activation, % at 11.4 µM | hit rate 0.083% among 340,000 | AID 504707;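 active = percent activation above the mean of all tested compounds plus 3 SD, cut at about 19% in these data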;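 note: higher means more PKAc released from R1A so a rise in polarization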
# Arr AP2 block: inhibitors of human beta-arrestin and AP2 interaction. AID 504490. inhibition, % at 10 µM. FITC-arrestin peptide / GST-AP2 beads, flow cytometry; AP2 beta2 appendage carries R879A mutation. hit rate 0.31% among 340,000;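 active = inhibition above a set limit, near 3 SD of compounds lacking own fluorescence, cut at about 54% in these data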;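 note: plate controls were DMSO wells for no effect and 5 µM unlabelled arrestin peptide for full effect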
#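 system = GST-tagged AP2 beta2-adaptin appendage (R879A) on 4 µm glutathione beads | reagent = FITC-labelled arrestin peptide probe, 50 nM final | schedule = compound with beads 12 min RT, then probe 1 h RT | signal = HyperCyt-sampled flow cytometry, FL1 channel, ex 488/em 535 nm | read-out = percent response from loss of bead-bound FITC fluorescence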
# HTR5A inv ag: inverse agonist of human HTR5A in OPRM1-OPRD1 counter-screen; AID 504634; hit rate 0.083% among 340,000; inhibition, % at 9.3 µM; P47898; HTR5A cell line, luminescence, inverse agonism; in the data active = inhibition mostly above about 23%, no sharp cut-off; inactive = mostly below about 18%;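 note: 0% = cells with DMSO and 100% = no-cell wells with DMSO; some compounds called inactive have numbers as strong as hits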
# V-ATPase pH: alters yeast V-ATPase proton transport | S. cerevisiae, pHLuorin cytosolic pH fluorescence | response, % at 10 µM | hit rate 0.37% among 350,000; in the data active = response mostly above about 7.3%, no sharp cut-off; inactive = mostly below about 5.4%; note: actives read high; inactives centre near 0; some compounds called inactive have numbers as strong as hits; reference of the scale not given here
# Pemphigus Ab inh: human desmoglein-3 autoantibody binding inhibition | DSG3-coupled beads, scFv-anti-DSG3-GFP binding, flow cytometry; stronger effect = lower value | hit rate 0.48% among 310,000 | P32926 | binding (percent of control), % at 10 µM;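 active = binding more than 3 SD below its plate's average and above zero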;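 note: hits lower antibody fragment binding to DSG3; some compounds called inactive have numbers as strong as hits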
# DAGLB inh: blocks human DAGLB lipase activity. Q8NCG7. HEK293T DAGLB membrane lysate, EnzChek fluorogenic substrate. inhibition, % at 5.17 µM. hit rate 0.059% among 340,000. AID 504411; in the data active = inhibition above about 34%;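 note: 0% = enzyme with vehicle and 100% = wells lacking enzyme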
# OPRM1-OPRD1 inv: mu-delta opioid heterodimer inverse agonism | inhibition, % at 9.3 µM | cell-based MOR-DOR heterodimer luminescence | hit rate 0.21% among 340,000 | P35372+P41143; in the data active = inhibition above about 22%, passing the limit was not always enough;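 note: 0% = cells with DMSO and 100% = wells without cells with DMSO; values of inactives mirror those of a sister screen read the other way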
# * hit, by the source's call; . = not tested or not shown.
cpd	SMILES	HTR5A ag	MOR-DOR ag	PKA-R2B act	PKA-R1A act	Arr AP2 block
1	COc1cc(NS(=O)(=O)c2ccc(NC(=O)/C=C/C(=O)O)cc2)nc(OC)n1	8	0.5	-1	0	44
2	Cn1c(SCc2ccc(C#N)cc2)nnc1-c1cccc(Cl)c1	3	-3.0	-6	5	22
3	N#Cc1ccccc1NC(=S)NC(=O)c1cccnc1	-2	-0.5	-2	2	-5
4	O=C(CN1C(=O)NC2(CCCCC2)C1=O)Nc1ccc2c(c1)CCC2	-2	-2.0	0	2	16
5	O=C(COC(=O)c1ccccc1NC(=O)c1ccco1)NC1CCS(=O)(=O)C1 (configuration not stated)	0	-1.2	-17	-2	11
6	COCCn1c(COc2cccc(OC)c2)nnc1SCC(=O)NC1CCCCC1	2	-1.6	0	-11	-6
7	CC(=C/c1ccc(C(C)C)cc1)/C=N/NC(=O)CSc1ccccn1	3	3.7	2	3	2
8	C=CCOc1ccc(CNCc2cccnc2)cc1	3	-0.3	1	-6	-18

cpd	HTR5A inv ag	V-ATPase pH	Pemphigus Ab inh	DAGLB inh	OPRM1-OPRD1 inv
1	-21	9	111	-3	-3
2	-8	2	88	0	15
3	5	-7	106	0	2
4	19	0	99	1	10
5	1	-1	105	0	6
6	-5	-1	100	-1	9
7	-8	-2	103	2	-27
8	-13	3	119	0	2

# Rewritten with values under each structure: part of the list above
# Results follow in this order: HTR5A ag | MOR-DOR ag | PKA-R2B act | PKA-R1A act | Arr AP2 block | HTR5A inv ag | V-ATPase pH | Pemphigus Ab inh | DAGLB inh | OPRM1-OPRD1 inv
1: COc1cc(NS(=O)(=O)c2ccc(NC(=O)/C=C/C(=O)O)cc2)nc(OC)n1
  8 | 0.5 | -1 | 0 | 44 | -21 | 9 | 111 | -3 | -3
2: Cn1c(SCc2ccc(C#N)cc2)nnc1-c1cccc(Cl)c1
  3 | -3.0 | -6 | 5 | 22 | -8 | 2 | 88 | 0 | 15
3: N#Cc1ccccc1NC(=S)NC(=O)c1cccnc1
  -2 | -0.5 | -2 | 2 | -5 | 5 | -7 | 106 | 0 | 2
4: O=C(CN1C(=O)NC2(CCCCC2)C1=O)Nc1ccc2c(c1)CCC2
  -2 | -2.0 | 0 | 2 | 16 | 19 | 0 | 99 | 1 | 10

# Remaining list, next part.
cpd	SMILES	HTR5A ag	MOR-DOR ag	PKA-R2B act	PKA-R1A act	Arr AP2 block
9	O=C(COC(=O)C12CC3CC(CC(Cl)(C3)C1)C2)N1CCCCC1	4	1.4	12	8	-2
10	CCc1ccc(-c2nc(SCC(=O)c3c(N)n(C4CC4)c(=O)[nH]c3=O)n[nH]2)cc1	3	-3.2	-1	10	-3
11	O=S1(=O)N=C(N=Nc2c(O)[nH]c3ccccc23)c2ccccc21	-2	-3.6	-2	3	-2
12	COc1ccc(N[C@@H]2CCN3C(=O)c4ccccc4[C@@H]3C[C@H]2O)cc1	-4	-1.8	5	-7	0
13	COc1cc(NC(=O)c2cnn3c(C(F)F)cc(C4CC4)nc23)c(OC)cc1Cl	-1	0.4	5	-3	7
14	COCC(=O)Nc1cc(C(=O)OC)cc(C(=O)OC)c1	5	-0.5	-9	-9	23
15	CCSc1nc(C)nc2sc(C)c(C)c12	-3	1.6	3	8	7
16	COc1ccc(N2CCN(S(=O)(=O)CCNC(=O)/C=C/c3ccc4c(c3)OCO4)CC2)cc1	4	3.0	0	-4	63*

cpd	HTR5A inv ag	V-ATPase pH	Pemphigus Ab inh	DAGLB inh	OPRM1-OPRD1 inv
9	-13	4	87	0	-8
10	-7	1	91	2	13
11	17	0	96	8	25*
12	14	-2	99	2	9
13	-10	-3	98	-2	-2
14	-6	4	109	-1	3
15	-13	-1	101	-6	-9
16	-3	-1	91	3	-19

# The list goes on:
cpd	SMILES	HTR5A ag	MOR-DOR ag	PKA-R2B act	PKA-R1A act	Arr AP2 block
17	O=C(O)c1cc(-c2ccccn2)n[nH]1	1	-2.5	0	5	12
18	N#CC(c1ccc(Cl)cc1)c1ccc2c(C(F)(F)F)cc(C(F)(F)F)nc2n1 (configuration not stated)	3	2.4	5	-10	-9
19	Cc1ccc2nc(SCC(=O)NCc3cccs3)c(C#N)cc2c1	7	-2.9	-3	0	45
20	Cc1c(OC(C)C(=O)NCc2ccncc2)ccc2c3c(c(=O)oc12)CCCC3 (configuration not stated)	0	-0.7	-5	-11	2
21	C#Cc1ccc([C@H]2C=C(C(=O)NCc3ccccc3)O[C@@H](OCc3ccc(CO)cc3)C2)cc1	1	-2.6	-4	1	-4
22	COc1ccc(C(=O)NCc2ccc3c(c2)OCO3)c(OC)c1	-1	-0.4	4	0	32
23	C[C@H](CO)N1C[C@H](C)[C@@H](CN(C)C)Oc2c(NS(=O)(=O)c3ccccc3)cccc2C1=O	3	-6.1	3	-8	5
24	COc1ccc(/C=N/NC(=O)c2cc(-c3cccc(C)c3)nc3ccccc23)cc1O	6	1.4	-3	-9	6

cpd	HTR5A inv ag	V-ATPase pH	Pemphigus Ab inh	DAGLB inh	OPRM1-OPRD1 inv
17	-7	-2	100	-1	12
18	7	-50	105	31	-14
19	-13	1	105	1	17
20	0	3	95	0	4
21	-31	3	96	-3	15
22	2	-6	111	-2	2
23	-36	3	101	1	28
24	3	-4	119	-3	-7

# Next section.
cpd	SMILES	HTR5A ag	MOR-DOR ag	PKA-R2B act	PKA-R1A act	Arr AP2 block
25	CCOC(=O)CSc1nc2ccccc2c(=O)n1CC(C)C	-4	2.0	-2	3	9
26	O=C(Nc1cccc(Oc2ccc3c(c2)C(=O)NC3=O)c1)c1ccco1	2	2.7	-4	8	4
27	CCOC(=O)N1CCC(N2C(=O)c3ccccc3C2Nc2ccc(Cl)cn2)CC1 (configuration not stated)	-4	0.5	-3	-5	-1
28	C=CCNC(=O)N1CCC(c2nc3ccccc3s2)CC1	2	-2.5	8	7	13
29	CC1CN(C(=O)CS(=O)(=O)Cc2ccc(Cl)cc2)CC(C)O1 (configuration not stated)	1	-2.6	6	5	14
30	COC(=O)c1ccc(NC(=O)CCN2CCN(c3ccccc3)CC2)cc1	6	-1.7	5	13	-5
31	Nc1ncc(-n2cncn2)c(-c2ccc(Cl)cc2)n1	-1	-0.1	-3	-7	56*
32	CCOC(=O)N1CCN(S(=O)(=O)c2ccc(C(=O)Nc3sc4c(c3C#N)CC(C)(C)NC4(C)C)cc2)CC1	-3	-2.9	-1	1	-3

cpd	HTR5A inv ag	V-ATPase pH	Pemphigus Ab inh	DAGLB inh	OPRM1-OPRD1 inv
25	10	0	101	0	-11
26	-5	1	89	0	-17
27	14	-4	104	0	-3
28	-8	0	94	1	12
29	11	2	96	1	14
30	-6	0	111	3	9
31	10	-3	100	-2	1
32	0	0	114	0	16

# Next structures:
cpd	SMILES	HTR5A ag	MOR-DOR ag	PKA-R2B act	PKA-R1A act	Arr AP2 block
33	Cn1c(=O)n(Cc2ccc(F)cc2)c(=O)c2c1nc1n2CCCN1C1CCCCC1	-4	-0.6	1	-5	3
34	CCOC(=O)N1CCN(c2c(NCC3CCN(Cc4cccc(C)c4)CC3)c(=O)c2=O)CC1	14	-1.2	-5	9	-3
35	CCN(CC1CCCO1)C(=O)CCc1nnc(Cc2ccc3c(c2)OCO3)o1 (configuration not stated)	1	-1.5	-7	-9	21
36	COc1ccc(N2C(=O)C3CC=C(Cl)CC3C2=O)cc1 (configuration not stated)	2	-0.5	-4	-5	34
37	O=C(c1ccccc1)C1CCN(C(=O)c2cccs2)CC1	11	-2.9	2	0	29
38	O=C(Nc1ccc(C(=O)O)cc1)/C(=C\c1ccccc1)NC(=O)c1ccccc1	6	-1.9	-3	11	8
39	N#Cc1cc2c(nc1SCC(=O)Nc1sc3c(c1C#N)CCC3)CCC2	1	-0.8	7	-7	3
40	CCc1nc(SCC(=O)Nc2cc(OC)ccc2OC)c2c(C)c(C)sc2n1	3	-0.8	8	5	5

cpd	HTR5A inv ag	V-ATPase pH	Pemphigus Ab inh	DAGLB inh	OPRM1-OPRD1 inv
33	0	-1	.	-2	4
34	-40	0	102	3	6
35	4	-2	101	0	8
36	-5	6	107	-2	3
37	-29	1	.	-1	14
38	-22	2	104	-1	10
39	-14	0	109	1	5
40	-9	-7	.	0	5

# Further entries follow:
cpd	SMILES	HTR5A ag	MOR-DOR ag	PKA-R2B act	PKA-R1A act	Arr AP2 block
41	Cc1ccc(NC(=O)CCN2C(=O)C3CC=CCC3C2=O)cc1Cl (configuration not stated)	-2	-2.7	-11	13	-4
42	Cc1nc(SCC(=O)NCc2ccco2)nc(C)c1C	3	-2.4	-4	0	2
43	Nn1c(SCC(=O)Nc2ccccc2Oc2ccccc2)nnc1C1CC1	8	-0.9	0	-6	-9
44	COc1cc2c(cc1OC)CN(C(=O)c1cc(C3CC3)nn1-c1ccccc1)CC2	5	1.0	-7	0	-3
45	O=C(NC1(C(=O)O)CCCC1)C(Cl)Cl	4	-1.4	0	3	-6
46	Cc1ccc(S(=O)(=O)N2CCC(=O)N(C(COCc3cccc(Cl)c3)Cc3ccccc3)CC2)cc1 (configuration not stated)	1	5.4	-6	-1	3
47	COc1ccc(NC(=O)CN2CCN(Cc3ccccc3)CC2)cc1	5	-2.5	-6	-6	9
48	C=CCn1c(CCNC(=O)c2cccs2)nnc1SCC(=O)Nc1cccc(C(C)=O)c1	3	-1.7	-1	0	4

cpd	HTR5A inv ag	V-ATPase pH	Pemphigus Ab inh	DAGLB inh	OPRM1-OPRD1 inv
41	11	-1	100	-3	11
42	-8	4	.	0	12
43	-23	2	104	-3	6
44	-13	0	.	-1	-4
45	-14	0	115	-2	7
46	2	4	107	-13	-31
47	17	2	107	-1	14
48	1	0	111	-2	9

# Other records
cpd	SMILES	HTR5A ag	MOR-DOR ag	PKA-R2B act	PKA-R1A act	Arr AP2 block
49	Cn1nc(-c2ccc(OCC(=O)Nc3ccccc3)cc2)c2ccccc2c1=O	-4	0.0	9	0	6
50	Cc1ccc(/C(N)=N/OC(=O)COc2cccc3ccccc23)cc1	.	.	-5	4	.
51	C/C(=N\Nc1cccc([N+](=O)[O-])c1)c1cc2ccccc2o1	3	1.2	-5	0	-6
52	O=C(N/N=C/c1ccccc1O)C1CCCC1	6	-3.2	-8	-8	-1
53	Cc1cccc(N2CN(S(=O)(=O)c3cccc([N+](=O)[O-])c3)c3nc4ccccc4nc32)c1	-1	-1.0	6	-13	6
54	COc1ccc2oc(C(=O)N3CCN(S(=O)(=O)c4cccc([N+](=O)[O-])c4)CC3)c(C)c2c1	-1	1.8	-2	-6	-6
55	Cn1cc(CN2CCN(Cc3ccccc3)C(CCO)C2)c(-c2ccccc2)n1 (configuration not stated)	-2	-1.9	-11	-6	-1
56	O=c1c2[nH]c3ccc(Cl)cc3c2ncn1Cc1ccccn1	1	-1.6	3	-3	29

cpd	HTR5A inv ag	V-ATPase pH	Pemphigus Ab inh	DAGLB inh	OPRM1-OPRD1 inv
49	11	3	.	-3	0
50	.	2	97	-13	.
51	12	-1	99	5	-7
52	-12	-3	.	0	17
53	3	2	125	-4	5
54	0	3	114	-1	-10
55	-18	3	95	0	10
56	12	-2	51*	3	9

# Assay outcomes deposited in PubChem by several laboratories.
